IMPase Li cell: membrane-permeable IMPase blocker, potentiated with lithium | Potency, µM (doses to about 59.4 µM), inactives show at the top dose activity, negative = IMPase inhibition, hits mostly inhibitors | hit rate 0.35% among 210,000 | CHO-M1 cells, IP1 TR-FRET (IP-One), carbachol + lithium;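 also: IP1 builds up when IMPase is blocked and the TR-FRET signal falls; potency is read from the fitted curve at half-maximal effect; plate controls were basal vehicle for no effect and high inhibitor control for full effect; nearly all actives have a fitted effect of over 50% in size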
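IP1 accumulation measured by competitive TR-FRET in lysed CHO-M1 cells after 30 min compound exposure at 37C, with a small lithium addition to potentiate weak responses. Hill-equation AC50 from ratio and donor-channel data.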
Epigenetic reg: derepresses silenced GFP reporter in murine cells. hit rate 0.2% among 280,000. murine LDR cells, GFP reporter derepression, 30 h. Potency, µM (top dose mostly 53.9 µM), for the others: at the highest dose GFP activation, most hits filed as activators. AID 1865; also: potency is read from the fitted curve at half-maximal effect; % of control where 0% means no effect; nearly all actives have a fitted effect of over 60% in size
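GFP-positive cell count by laser-scanning cytometry (objects 20–120 um) after 30 h, 37 C compound exposure of murine LDR cells; reporter is CMV-GFP integrated at a silenced locus, inducible by HDAC or DNMT inhibitors.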
NPSR antag: antagonists of human neuropeptide S receptor cAMP signaling | CHO-NPSR cells, cAMP TR-FRET, antagonist mode | hit rate 1% among 220,000 | Potency, µM (top dose mostly 38.3 µM), for inactives: at the highest dose activity change, negative = inhibition, actives largely listed as inhibitors; also: potency is read from the fitted curve at half-maximal effect; % is scaled to controls: 0 for no effect and ±100 for the full control effect; nearly all actives have a fitted effect of over 50% in size; many of its hits are not listed in these tables
Target sequence (Q6W5P4 whole entry, looked up): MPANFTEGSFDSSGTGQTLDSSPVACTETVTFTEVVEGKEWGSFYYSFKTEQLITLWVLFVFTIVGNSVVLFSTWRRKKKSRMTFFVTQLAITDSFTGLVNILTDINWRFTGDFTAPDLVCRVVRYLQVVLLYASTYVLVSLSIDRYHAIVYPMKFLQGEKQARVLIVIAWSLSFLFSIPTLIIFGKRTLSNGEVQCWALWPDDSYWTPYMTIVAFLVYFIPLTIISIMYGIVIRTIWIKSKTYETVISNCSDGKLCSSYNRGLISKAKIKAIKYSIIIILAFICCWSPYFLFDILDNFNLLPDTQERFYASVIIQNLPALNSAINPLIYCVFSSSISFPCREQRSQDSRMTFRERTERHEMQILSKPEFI
L3MBTL1 block: L3MBTL1 (human) inhibition | hit rate 0.66% among 230,000 | Q9Y468 | AlphaScreen L3MBTL1–H3K9me1 peptide binding | AID 485360 | Potency, µM (series often up to 57.1 µM), for the others: at the highest dose activity, negative = inhibition, usual class: inhibitors; also: potency is read from the fitted curve at half-maximal effect; % is scaled to controls: 0 for no effect and ±100 for the full control effect; nearly all actives have a fitted effect of over 60% in size
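L3MBTL1 (50 nM) pre-complexed 30 min with biotinylated H3(1-15)K9me1 peptide (75 nM), then compounds added for 30 min at room temperature; AlphaScreen streptavidin donor/nickel chelate acceptor beads (10 ug/mL final) read after 30 min dark incubation.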
CBFb RUNX1 block: blocks binding between human CBF-beta and RUNX1; Q01196+Q13951; AlphaScreen CBFb-His/RUNX1-biotin binding, biochemical; Potency, µM (highest dose often 59.8 µM), for the others: at the highest dose activity, negative = inhibition, most hits filed as inhibitors; 230,000 tested, under 10 active; also: % of control where 0% means no effect
Target sequence (Q01196 whole entry, looked up): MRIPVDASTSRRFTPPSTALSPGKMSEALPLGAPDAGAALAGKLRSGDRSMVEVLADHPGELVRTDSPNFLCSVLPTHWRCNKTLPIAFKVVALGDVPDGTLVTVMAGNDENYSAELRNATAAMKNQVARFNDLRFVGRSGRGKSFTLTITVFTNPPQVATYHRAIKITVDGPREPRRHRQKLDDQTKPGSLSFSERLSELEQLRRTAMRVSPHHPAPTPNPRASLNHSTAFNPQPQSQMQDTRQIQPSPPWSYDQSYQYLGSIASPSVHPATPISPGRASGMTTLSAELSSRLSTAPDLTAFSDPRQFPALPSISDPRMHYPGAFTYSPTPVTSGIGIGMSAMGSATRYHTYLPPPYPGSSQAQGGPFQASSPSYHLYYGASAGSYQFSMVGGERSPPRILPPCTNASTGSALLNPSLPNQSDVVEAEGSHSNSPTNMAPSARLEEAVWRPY
Target sequence (Q13951 whole entry, looked up): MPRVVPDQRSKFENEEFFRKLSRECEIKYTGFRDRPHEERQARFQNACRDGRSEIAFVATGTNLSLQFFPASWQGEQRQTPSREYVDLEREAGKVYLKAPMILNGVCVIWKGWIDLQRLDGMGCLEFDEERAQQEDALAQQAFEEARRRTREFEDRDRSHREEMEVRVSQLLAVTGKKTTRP
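Bead-based AlphaScreen assay; binding partners His-tagged CBF-beta and biotinylated RUNX1 at 30 nM each. Compound exposure 15 min after a 20-min protein preincubation; bead step 90 min; all steps at room temperature.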
HTT aggregate: reduces HttQ103-GFP aggregates in PC12 cells; PC12 HttQ103-GFP aggregates, Acumen cytometry, 40 h; Potency, µM (highest dose often 46.1 µM), for inactives: top-dose activity change, negative = inhibition, hits mostly inhibitors; hit rate 1.1% among 220,000; also: potency is read from the fitted curve at half-maximal effect; % is scaled to controls: 0 for no effect and ±100 for the full control effect; nearly all actives have a fitted effect of over 60% in size
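Aggregate formation scored by laser-scanning cytometer (488 excitation, 500–530 emission) in lysed PC12 cells expressing Q103-GFP after 100 nM tebufenozide induction; library tested in dose series, with ATPLite reagent added in the multiplex.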
Luc counter: Kinase-Glo luciferase inhibition (counter-screen). hit rate 0.28% among 200,000. Kinase-Glo luciferase, ATP luminescence, 8 min. Potency, µM (doses to about 38.3 µM), for inactives: top-dose activity change, negative = inhibition, most hits filed as inhibitors. Q27757; also: potency is read from the fitted curve at half-maximal effect; % is scaled to controls: 0 for no effect and ±100 for the full control effect; nearly all actives have a fitted effect of over 60% in size
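Substrate mix (final 50 mM imidazole pH 7.2, 50 mM KCl, 7 mM MgCl2, 10 uM ATP, 0.01% Tween 20, 0.05% BSA) plus pin-tool compound, then Kinase-Glo detection mix; 8 min ambient, luminescence read.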
Numbers without * were called inactive; u = inconclusive; x = no result given; [ ] = remark or other dose. Calls follow the shape of the dose curve; as a rule, active = well fitted curve in the direction sought with a large enough effect; inconclusive = small, poorly fitted or top-dose-only effect, or another doubt; inactive = no such curve, though single readings can be large; an effect the other way counts as inactive or inconclusive.

item | Molecule | IMPase Li cell | Epigenetic reg | NPSR antag | L3MBTL1 block
1 | CC1(C)CC(=O)C=C(Nc2ccc(F)cc2)C1 | 25%[38.3 µM] | -1.4% | -6%[46.1 µM] | 0%
2 | COc1cccc(OC)c1NC(=O)c1nc2c(nnn2Cc2ccccc2Cl)c(=O)[nH]1 | -4% | 3.4% | -16% | -6%
3 | Cc1ccc(O)c(C(=O)c2cnn(C(=O)COc3ccc(Cl)cc3)c2)c1 | -4% | -2.2% | 0% | 8%
4 | COc1ccc2cc(C(=O)C3CCCN(C(=O)c4cc5nc(C)cc(C)n5n4)C3)ccc2c1 (configuration not stated) | x | 1.5% | 20% | -1%
5 | CCOc1ccccc1NC(=S)N1CCN(c2nc(-c3ccc(F)cc3)cs2)CC1 | 1% | -1.1% | -15% | -14%
6 | CCOC(=O)CCSc1nnc(-c2cccnc2)n1-c1ccccc1OC | -3%[38.3 µM] | 0.0% | -11%[46.1 µM] | x
7 | Cc1ccc2c(c1)c(C)c(C)n2CC(O)Cn1nc(C)cc1C (configuration not stated) | 4%[38.3 µM] | -0.8% | -23%[46.1 µM] | -3%
8 | O=c1nc2sc3ccccc3n2c(=O)n1-c1ccc(Cl)cc1 | 2% | 8.1% | -5% | -3%
9 | CCc1ccc(C(C)NC(=O)c2ccc(F)cc2)cc1 (configuration not stated) | 2%[38.3 µM] | 0.0% | 13%[46.1 µM] | -3%
10 | CCOC(=O)C1(Cc2cccc(OC)c2)CCN(C(C)COC)CC1 (configuration not stated) | 12% | 1.4% | -16% | -11%
11 | COc1cccc(CNc2cc(CSc3ccc(Cl)cc3)nc(C)n2)c1 | 41%[activator][38.3 µM] | 1.4% | -18%[46.1 µM] | x
12 | Cc1ccc(C(=O)c2coc3c2C(=O)C(=O)c2ccccc2-3)cc1 | 16%[38.3 µM] | 1.2% | u | x
13 | O=C1NCC(O)=C1C=Nc1ccccc1O | x | u | -33% | 8%
14 | CCNC(=S)N1CCC(n2cnc3ccccc32)CC1 | 3% | 13% | 5% | 5%
15 | COc1ccccc1N1CCN(/N=C/c2cccc(O)c2)CC1 | 13% | 0.5% | 7% | -28%

item | CBFb RUNX1 block | HTT aggregate | Luc counter
1 | 12% | -7% | 3%
2 | -21% | 3% | 8%
3 | -3% | 5.6µM* | 1%
4 | 11% | 11% | x
5 | -11% | x | -2%
6 | 8% | -8% | 0%
7 | -10% | 9% | 1%
8 | -4% | u | 1%
9 | -3% | 7% | -8%
10 | 3% | 4%[9.22 µM] | 6%
11 | 5% | -47% | -5%
12 | -13% | 9% | -5%
13 | -2% | 8%[9.22 µM] | x
14 | 5% | -7%[9.22 µM] | 4%
15 | -7% | -4%[9.22 µM] | 3%

Reprinted from the part before: 4 compounds, followed by the next part.
item | Molecule | IMPase Li cell | Epigenetic reg | NPSR antag | L3MBTL1 block
12 | Cc1ccc(C(=O)c2coc3c2C(=O)C(=O)c2ccccc2-3)cc1 | 16%[38.3 µM] | 1.2% | u | x
13 | O=C1NCC(O)=C1C=Nc1ccccc1O | x | u | -33% | 8%
14 | CCNC(=S)N1CCC(n2cnc3ccccc32)CC1 | 3% | 13% | 5% | 5%
15 | COc1ccccc1N1CCN(/N=C/c2cccc(O)c2)CC1 | 13% | 0.5% | 7% | -28%
16 | N#CC1(NC(=O)CN2CCc3ccccc3C2)CCCC1 | -1% | 3.6% | 2% | x
17 | Fc1ccc(COc2ccc3ccccc3c2CNc2nn[nH]n2)cc1 | 2% | -1.1% | -27% | -23%
18 | CCC(=O)O[C@@]1(C(=O)CCl)[C@@H](C)C[C@@H]2[C@H]3CCC4=CC(=O)C=C[C@@]4(C)[C@]3(F)[C@@H](O)C[C@@]21C | -12% | 0.0%[16.9 µM] | x | x
19 | CC(C)COc1ccc(/C=C2/Sc3ccccc3C2=O)cc1 | -1%[38.3 µM] | 0.9% | -11%[46.1 µM] | 7%
20 | COc1ccc(CCn2c(=S)[nH]c3cc(C(=O)NCc4ccco4)ccc3c2=O)cc1OC | -11%[38.3 µM] | -1.1% | -17%[46.1 µM] | -14%
21 | COc1ccc(C(CCN(Cc2ccc(OC)c(OC)c2)C(C)=O)c2ccccc2)cc1 (configuration not stated) | x | -0.9% | -20%[46.1 µM] | -10%
22 | COc1ccc(C(C(=O)NC2CCCC2)N(C(=O)c2snc(-c3ccc(F)cc3)c2N)c2cccc(F)c2)cc1 (configuration not stated) | -16%[38.3 µM] | 2.6% | 18%[46.1 µM] | 1%
23 | CCc1nnc(NC(=O)c2cc3ccccc3oc2=O)s1 | 1% | 0.0% | u | 2%
24 | CCO[C@H]1OC(C(=O)N2CCN(Cc3ccccc3)CC2)=C[C@@H](c2ccc(C(F)(F)F)cc2)[C@@H]1CCCO | -10% | 3.0% | 57% | -1%
25 | COc1cccc(NC(=S)NNC(=O)c2ccccc2OC(F)F)c1 | -3%[38.3 µM] | 0.3% | -16%[46.1 µM] | 1%
26 | O=C1CC(C(=O)Nc2ccc(Cl)cc2)S/C(=N\N=C\c2ccco2)N1 (configuration not stated) | x | -1.8% | 2% | x
27 | N#Cc1nc(COc2cccc(Cl)c2)oc1NCc1ccncc1 | 6%[38.3 µM] | -3.3% | -18%[46.1 µM] | -18%
28 | CCCNc1nc(C)c(C(C)=O)cc1C#N | 11%[38.3 µM] | -0.7% | 3%[46.1 µM] | x
29 | COc1ccc(C2=NN(C(=O)CSc3ncccn3)C(c3ccc(C)cc3)C2)cc1 (configuration not stated) | 14% | 1.1% | u | -1%
30 | COc1ccc(/C=C/C(=O)Nc2cccnc2)cc1OC | 7% | -2.2% | 14% | 17%

item | CBFb RUNX1 block | HTT aggregate | Luc counter
12 | -13% | 9% | -5%
13 | -2% | 8%[9.22 µM] | x
14 | 5% | -7%[9.22 µM] | 4%
15 | -7% | -4%[9.22 µM] | 3%
16 | 5% | 9% | x
17 | 4% | 11% | -2%
18 | 20%[21.7 µM] | x | 0%[17.1 µM]
19 | 2% | -17% | -24%
20 | -5% | 16% | 5%
21 | -7% | -1% | x
22 | 9% | -2% | 2%
23 | 16% | -5% | -8%
24 | 15% | 8%[9.22 µM] | x
25 | -3% | u | -6%
26 | 0% | 8%[9.22 µM] | x
27 | 4% | -22% | 3%
28 | -1% | 23% | 0%
29 | -2% | 8% | -2%
30 | 13% | -4% | -2%

Fetched by compound from the entries so far (two):
item | Molecule | IMPase Li cell | Epigenetic reg | NPSR antag | L3MBTL1 block
16 | N#CC1(NC(=O)CN2CCc3ccccc3C2)CCCC1 | -1% | 3.6% | 2% | x
1 | CC1(C)CC(=O)C=C(Nc2ccc(F)cc2)C1 | 25%[38.3 µM] | -1.4% | -6%[46.1 µM] | 0%

item | CBFb RUNX1 block | HTT aggregate | Luc counter
16 | 5% | 9% | x
1 | 12% | -7% | 3%

Carrying on:
item | Molecule | IMPase Li cell | Epigenetic reg | NPSR antag | L3MBTL1 block
31 | Cn1nnnc1SCC(=O)Nc1ccccc1C(=O)NC1CC1 | 10%[38.3 µM] | -2.3% | -10%[46.1 µM] | x
32 | Cc1ccc(C(c2nnnn2C(C)(C)C)N2CCc3ccccc3C2)cc1 (configuration not stated) | 8%[38.3 µM] | 0.0% | -11%[46.1 µM] | x
33 | S=C(NCCC1=CCCCC1)Nc1ccc(Cl)cc1 | -5% | -2.2% | 18% | 4%
34 | COC(=O)[C@@H](NC(=O)O[C@@H]1C(=O)c2cc(OC)ccc2O[C@H]1c1ccc(OC)c(Br)c1)C(C)C | 19% | 0.0% | x | x
35 | COc1ccc2c(c1)C(=O)[C@@H](OC(=O)Nc1ccc(C)c(Br)c1)[C@H](c1ccc(OC)c(Br)c1)O2 | 5% | -1.1% | x | x
36 | Cc1ccnc(NC(=O)COc2ccccc2[N+](=O)[O-])c1 | 26% | -0.3% | 0% | 4%
37 | O=C(Nc1ccc(CN2CCOCC2)cc1)c1cccc(-c2cc3ccccc3oc2=O)c1 | 16% | 1.2% | -10% | 7%[11.4 µM]
38 | CCOc1c(Cl)cc(C(=O)Nc2cccc(C(=O)O)c2)cc1Cl | -8% | -1.1% | 8% | 6%
39 | O=C(/C=C/c1ccco1)OCc1nnc(-c2ccccc2)o1 | -2% | 1.5% | -4% | x
40 | CC(NCCN(C)C)C(=O)C12CC3CC(CC(C3)C1)C2 (configuration not stated) | x | 0.1% | 14% | 8%
41 | Cc1ccc(NC(=O)/C(C#N)=C/c2ccsc2)c(C)c1 | 6% | -2.9% | 3% | 8%
42 | CCC(C)[C@H](NC(=O)NCc1ccco1)C(=O)O (some centres not stated) | -3%[38.3 µM] | -1.0% | -6%[46.1 µM] | 5%
43 | Cc1cccc(NC(=O)CSc2nc3ccc(NC(=O)CSc4nnnn4-c4ccccc4)cc3s2)c1C | 1%[38.3 µM] | 8.6% | -9%[46.1 µM] | -3%
44 | S=C(NCC1CCCO1)Nc1ccc(Cl)cc1 (configuration not stated) | -3% | -0.9% | 3% | 2%
45 | CC1(C)CC(=O)c2c(O)cc(OCc3ccc([N+](=O)[O-])cc3)cc2O1 | 14%[38.3 µM] | 6.0% | -25%[46.1 µM] | -8%
46 | Cc1ccc2nc3c(cc2c1)c(NC(=O)c1cccnc1)nn3C | 39%[activator][38.3 µM] | 4.0% | -6%[46.1 µM] | x
47 | CC(=O)Cn1ncc(N2CCOCC2)cc1=O | -10% | -2.6% | 25% | 30%[activator][11.4 µM]

item | CBFb RUNX1 block | HTT aggregate | Luc counter
31 | -5% | -7% | 17%
32 | 3% | -6% | -1%
33 | 3% | 7% | 1%
34 | 7% | x | -1%
35 | -10% | x | 2%
36 | 1% | 6% | -29%
37 | 3% | -7% | -2%
38 | 2% | -12%[9.22 µM] | 1%
39 | -22% | -13% | 0%
40 | 7% | 1%[9.22 µM] | x
41 | -2% | 17% | -1%
42 | 7% | -6% | -2%
43 | -4% | 13% | 0%
44 | 8% | -12% | -1%
45 | 1% | 9% | -3%
46 | 10% | 11% | -2%
47 | u | -2% | -5%

The list is partial; rates above refer to the full screens.
